pAkt inh: blocks phosphorylation of Akt. Neuro2A IGF-stimulated pAkt S473 HTRF, 20 min; active compounds read low. activity change, % for hits at 50 µM. 360,000 compounds, 0.32% hits; in the data active means activity change below about -80%; inconclusive means mostly about -51% to -80%; further: on the % scale 0 is the no-effect control and ±100 the full control effect
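Single-point screen (50 µM final compound) in Neuro2A cells stimulated 20 min with 6 nM IGF at 37 deg C. After lysis, Ser473-phosphorylated Akt read by HTRF (ex 330 nm, em 615/665 nm) as the 665/615 ratio.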
HepG2 tox: kills HepG2 cells in TGF-b inhibitor counter-screen | Potency, µM (doses to about 46.1 µM), inactives show at the top dose activity change, negative = cytotoxicity, actives largely listed as cytotoxic | 410,000 compounds, 0.76% hits | HepG2 CAGA-GFP viability, ATP luminescence, 18 h; further: potency means the concentration at half of the fitted maximal effect; some results filed as inactive show a strong effect at the top dose
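HepG2 CAGA-GFP cells (1000/well, DMEM with 1% FBS) received compound, then TGF-beta at 500 pg/mL final, and were incubated 18 hours at 37 degrees C. Viability was read by CellTiter-Glo luminescence. Media-only wells were set as complete cell-killing and DMSO as no toxicity.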
Nrf2 inh: blocks Nrf2 signaling; A549 ARE-Fluc reporter, luciferase luminescence, 18-24 h; Potency, µM (titrated, usually from 46 µM), without a hit: at the top dose activity change, negative = inhibition, usual class: inhibitors; 360,000 compounds, 2.1% hits; AID 504444; further: potency means the concentration at half of the fitted maximal effect; on the % scale 0 is the no-effect control and ±100 the full control effect; nearly all actives have a fitted effect of over 60% in size
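A549 ARE_Fluc cells (5000/well, 5% FBS OPTI-MEM) pre-incubated 2 h, then treated with compounds 18-24 h at 37C/5% CO2 in concentration-response. CellTiter-Fluor viability read first; BugLite luciferase luminescence after 15 min at room temperature gives Nrf2 activity.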
Nrf2 activator: activators of Nrf2 (ARE) signaling; AREc32 ARE-luciferase reporter (MCF7-derived line), luminescence, 24 h; Potency, µM (doses to about 46.1 µM), without a hit: top-dose activation, hits mostly activators; 410,000 compounds, 0.31% hits; AID 624171; further: potency means the concentration at half of the fitted maximal effect; % of control where 0% means no effect; nearly all actives have a fitted effect of over 65% in size
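Reporter line AREc32 (ARE-Fluc), seeded overnight in OPTI-MEM with 5% FBS; compound pin-transferred, 24 hr at 37 deg C, 5% CO2; luminescent read-out.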
A549 viability: counter-screen for Nrf2 inhibitors: cytotoxicity in A549 cells | 390,000 compounds, 0.16% hits | A549 ARE-Fluc cells, CellTiter-Fluor viability, 18-24 h | Potency, µM (top dose mostly 46 µM), inactives show at the top dose activity change, negative = cytotoxicity, actives largely listed as inhibitors; further: potency means the concentration at half of the fitted maximal effect; on the % scale 0 is the no-effect control and ±100 the full control effect
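A549 ARE-Fluc cells in 5% FBS OPTI-MEM, 5000 cells/well, rested 2 h then exposed to compounds in concentration-response for 18-24 h at 37 °C. Viability by CellTiter-Fluor fluorescence (Ex 405/Em 525) after 30 min; luciferase luminescence (BugLite, 15 min, RT) read afterwards.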
S2 tox: viability counter-screen for ATXN expression inhibitors; S2 cells (HEK-293 line with an ATXN2-luciferase reporter) viability, CellTiter-Fluor protease fluorescence, 24 h; AID 651635; Potency, µM (titrated, usually from 56.7 µM), actives largely listed as cytotoxic; 400,000 compounds, 0.49% hits; further: potency means the concentration at half of the fitted maximal effect; nearly all actives have a fitted effect of over 40% in size
Mm-Cpn inhibitor: inhibitors of Methanococcus maripaludis chaperonin (MmCpn); purified Mm-Cpn ATPase, ADP Transcreener TR-FRET; AID 504842; 330,000 compounds, 0.031% hits; Potency, µM (highest dose often 76.9 µM), inactives show top-dose activity, negative = inhibition, actives largely listed as inhibitors; further: potency means the concentration at half of the fitted maximal effect; on the % scale 0 is the no-effect control and ±100 the full control effect; nearly all actives have a fitted effect of over 80% in size
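ATPase read-out: TR-FRET ADP immunoassay (anti-ADP Eu cryptate vs ADP-d2), ex 320 nm, em 590/665 nm; signal drops as ADP forms. Enzyme 25 nM, ATP 10 uM, 30 min at 37°C after 10 min compound preincubation.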
CCT chaperon mod: cytosolic chaperonin activity modulation. purified chaperonin ATPase assay, HTRF ADP detection, 30 min. 360,000 compounds, 0.3% hits. activity change, % (concentration not given with the values), hits read low; in the data active means activity change below about -30%; further: on the % scale 0 is the no-effect control and ±100 the full control effect
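TRiC (40 or 20 nM final, by batch activity) in 30 mM Tris pH 7.4, 100 mM KCl, 5 mM MgCl2, 1 mM DTT was treated with compound at 76 uM single dose, then 10 uM ATP, 30 min at 37 °C. ADP was read by HTRF Transcreener.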
TGFb SMAD3 inh: blocks TGF-b signaling. Potency, µM (doses to about 46.1 µM), inactives show at the highest dose activity, negative = inhibition, actives largely listed as inhibitors. HepG2 CAGA-GFP TGF-b/SMAD3 reporter, GFP fluorescence, 18 h; TGF-beta stimulated, 500 pg/mL final. 410,000 compounds, 1.2% hits; further: potency means the concentration at half of the fitted maximal effect; on the % scale 0 is the no-effect control and ±100 the full control effect; nearly all actives have a fitted effect of over 65% in size
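Per well, imaged GFP fluorescence of HEPG2 CAGA-GFP cells gives the signal; cells get compound, then TGF-beta (500 pg/mL final), 18 h at 37 degrees C; %Activity versus -TGF-beta and +DMSO controls.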
The depositor's hits bear a star; i = inactive; ? = inconclusive; · = not tested or not shown; & = joins results of further samples. Unless noted, the call rests on the fitted dose curve; in most records, active means well fitted curve in the direction sought with a large enough effect; inconclusive means small, poorly fitted or top-dose-only effect, or another doubt; inactive means no such curve, though single readings can be large; an effect the other way counts as inactive or inconclusive.

SMILES	pAkt inh	HepG2 tox	Nrf2 inh	Nrf2 activator	A549 viability	S2 tox	Mm-Cpn inhibitor	CCT chaperon mod	TGFb SMAD3 inh
CC(C)N(C(=O)/C=C/c1cccc([N+](=O)[O-])c1)C(C)C	i	-21%	4%	14µM*	0%	i	3%	0.8	?
Cn1c(-n2cccc2)c(-c2c(-c3ccc(F)cc3)[nH]c3c2c(=O)n(C)c(=O)n3C)c(=O)n(C)c1=O	·	15%	6%	-0.2%	2%	·	·	·	19%
O=C1N(Cc2cccc(Cl)c2)C[C@@H]2C[C@@H](c3cccc4cccnc34)N3CCC[C@@]123	i	-13%	0%	4.7%	4%	i	1%	0.6	?
CCOc1ccc(S(=O)(=O)NCCC(=O)NCc2ccco2)cc1	i	3%	12%	-0.6%	-6%	i	·	0.2	9%
COc1ccccc1NC(=O)CSc1nnc(COc2ccccc2OC)n1C	i	0%	-8%	-0.3%	-1%	i	1%	-1.3	-16%
CCC(=O)c1ccc(OCC(=O)Nc2ccccc2C(=O)N2CCCCC2)cc1	i	-6%	-1%	1.8%	1%	i	-2%	-0.9	-10%
O=C1CC(N(CCc2ccccc2)C(=S)Nc2ccccc2)C(=O)N1c1ccc(Br)cc1 (stereo unspecified)	i	2.2µM*	?	11%	?	?	0%	-0.7	?
COc1cc(C)ccc1OCCSc1nc2ccc(NC(=O)c3ccco3)cc2s1	·	-26%	?	-0.5%	0%	?	·	·	-15%
CCCn1c(N)c(N2CCCCC2)c(=O)n(CC(=O)Nc2ccc(OC(F)(F)F)cc2)c1=O	i	8%	10%	-0.4%	-3%	i	0%	-7.1	0%
COc1ccccc1C(=O)OCCN=C1NS(=O)(=O)c2ccccc21	i	25%	?	-0.7%	1%	i	2%	0.4	-23%
Cc1ccc(S(=O)(=O)Nc2cccc(-c3ccc(N4CCC(C)CC4)nn3)c2)s1	·	-3%	·	5.4%	-20%	?	·	·	-27%
COc1cc(Cl)c(CN2CCC(CCC(=O)NC3CC3)CC2)cc1OC	i	0%	15%	-0.7%	0%	i	-6%	0.5	2%
CCOC(=O)Cc1cnc(N)s1	i	-2%	7%	-0.1%	1%	i	0%	-0.9	10%
Cc1ccc(S(=O)(=O)N(C)c2ccc(C(=O)NC3CCCCC3)cc2)cc1	i	-31%	·	-0.1%	·	i	·	-0.3	-3%
CCn1c(SCC(=O)Nc2cccc(NC(C)=O)c2)nc2c([nH]c3ccccc32)c1=O	i	-13%	-13%	2.4%	2%	i	-5%	0.2	?
Cc1ccc(OCC(=O)Nc2ccc(CN3CCCCC3)cc2)c(C)c1	i	-19%	1%	-0.4%	2%	i	-5%	-3.3	-24%
O=C(Nc1ccccc1F)Nc1ccccc1Br	i	-9%	21%	10%	6%	i	-4%	2.5	-1%
Fc1cccc(Cl)c1C1SCc2nc3ccccc3n21 (stereo unspecified)	i	-19%	·	-0.1%	·	i	·	-0.8	?
Cc1cccc(CSCc2ccc(C(=O)NC3CCCC3)o2)c1	i	2%	-1%	0.4%	-1%	i	2%	-0.3	1%
O=C(NCc1cccnc1)c1cc(S(=O)(=O)N2CCCCC2)ccc1Cl	i	-20%	14%	0.1%	-4%	i	1%	0.3	3%
O=C(COc1cccc(C(F)(F)F)c1)NCC(c1ccco1)N1CCCCC1 (stereo unspecified)	i	-14%	8%	0.3%	-1%	i	-6%	-0.9	-3%
CC1=NCCN1CCNC(=O)Nc1ccc(C(C)(C)C)cc1	i	-11%	-10%	1.6%	1%	i	1%	-1.5	4%
O=C(NCCc1ccncc1)Nc1ccccc1Cl	i	8%	6%	-0.5%	-1%	i	0%	-4.4	16%
COc1ccccc1NS(=O)(=O)c1cccc(C(=O)NC2CCN(Cc3ccccc3)CC2)c1	i	-18%	2.3µM*	2.3%	?	?	0%	-1.6	-25%
Cc1sc2ncn(Cc3ccccc3F)c(=O)c2c1C	i	4%	-13%	2.8%	2%	i	0%	-4.6	-6%
c1ccc(SC23CC4CC(CC(C4)C2)C3)nc1	i	-5%	·	-0.2%	·	i	·	-0.3	-11%
COc1ccccc1CNc1ncnc2nc[nH]c12	i	-49%&-25%&-29%	-15%	0.1%	1%	i	1%	0.2	-8%&-2%&-23%
CCOC(=O)c1ccccc1NC(=S)N1CCN(C(=O)c2ccco2)CC1	i	-3%	0%	0.9%	2%	i	0%	1.4	22%
CCOc1ccc(NC(=O)CSc2nc3ccsc3c(=O)n2C(C)CC)cc1 (stereo unspecified)	·	9%	·	-0.4%	1%	·	·	·	-3%
O=C1Nc2ccc(NS(=O)(=O)c3cccs3)c3cccc1c23	i	15%	-14%	27%	-14%	i	-3%	-12	-8%

Whole records as entered above. Order of values: pAkt inh	HepG2 tox	Nrf2 inh	Nrf2 activator	A549 viability	S2 tox	Mm-Cpn inhibitor	CCT chaperon mod	TGFb SMAD3 inh
Entry for O=C(COc1cccc(C(F)(F)F)c1)NCC(c1ccco1)N1CCCCC1 (stereo unspecified) → i	-14%	8%	0.3%	-1%	i	-6%	-0.9	-3%
Entry for O=C(NCCc1ccncc1)Nc1ccccc1Cl → i	8%	6%	-0.5%	-1%	i	0%	-4.4	16%
Entry for Cc1sc2ncn(Cc3ccccc3F)c(=O)c2c1C → i	4%	-13%	2.8%	2%	i	0%	-4.6	-6%

The listing continues:
SMILES	pAkt inh	HepG2 tox	Nrf2 inh	Nrf2 activator	A549 viability	S2 tox	Mm-Cpn inhibitor	CCT chaperon mod	TGFb SMAD3 inh
COc1cccc2cc(-c3ccccc3)oc12	i	-23%	11%	21%	10%	i	·	-2.0	16%
O=c1[nH]c(=S)[nH]c2nc(-c3ccccc3)cnc12	i	-41%	-4%	2.3%	-8%	?	·	-0.5	6%
CCC(=O)NC1=C(C#N)C2(CCCC2)Cc2ccccc21	i	10%	·	-0.7%	2%	i	0%	-3.0	-18%
COc1ccc(CCNC(=O)C(=O)NCC2CCCN2S(=O)(=O)c2cc(C)ccc2C)cc1 (stereo unspecified)	i	-9%	-19%	0.1%	2%	?	-2%	-2.2	-10%
COc1cc(/C=N/NC(=O)c2cccc3ccccc23)cc(OC)c1OC	i	-8%	13%	0.1%	-4%	i	0%	-2.2	2%
Cc1ccccc1C(C)NC(=O)COC(=O)Cn1cc(C(F)(F)F)ccc1=O (stereo unspecified)	i	3%	10%	-0.2%	13%	i	1%	1.3	3%
COc1ccc(NC2=CC(c3ccc(OC)cc3)N(c3ccc(OC)cc3)C2=O)cc1 (stereo unspecified)	i	-7%	5%	0.6%	11%	?	0%	2.0	-4%
O=C(O)CCn1cc(/C=C/C(=O)c2ccc(Cl)cc2)c(-c2cccc(Br)c2)n1	i	-27%	?	?	-17%	?	1%	-1.1	-4%
Cc1ccc(NC(=O)Cn2c(=O)n(-c3ccc(C)cc3)c(=O)c3ccc(C(=O)NCc4ccccc4Cl)cc32)cc1	·	-30%	?	-0.9%	-15%	?	·	·	?
CC(C)C[C@H](NC(=O)c1nc[nH]c1C(=O)N1CCc2ccccc2C1)C(=O)OC(C)(C)C	i	-19%	-15%	11%	-4%	i	-1%	0.3	?
COc1ccc(-c2noc(CCC(=O)NCc3ccc(OC)cc3OC)n2)cc1	·	-27%	0%	0.1%	4%	i	·	·	?
O=C1/C(=C/N(C(=O)c2ccco2)c2ccc(Cl)cc2)Sc2ccccc21	i	-13%	19%	?	-3%	i	-2%	-0.5	-1%
Cc1sc(NC(=O)C2CC(=O)N(Cc3ccco3)C2)nc1-c1ccccc1 (stereo unspecified)	i	-15%	·	-0.4%	·	i	·	0.1	-25%
CC(=O)N1CCN(C(=S)c2ccc(-c3ccc(Cl)cc3)o2)CC1	i	1%	·	5.6%	8%	i	-8%	3.1	-18%
CCOC(=O)c1ccc(NC(=O)C(C)Sc2nc(O)c(-c3ccccc3)c(=O)[nH]2)cc1 (stereo unspecified)	i	1%	2%	2.0%	?	i	-3%	2.7	4%
CCOc1ccc2nc(NC(=O)NC3CCCCC3)sc2c1	i	4%	?	3.0%	-1%	i	0%	-1.1	18%
COc1ccc(CC(=O)OCC(=O)Nc2ccc(F)cc2)cc1	i	15%	5%	0.2%	6%	i	-6%	-7.0	-25%
CC(=O)c1cc(CN2CCN(CCC(C)C)C(CCO)C2)cs1 (stereo unspecified)	i	1%	4%	-0.5%	0%	i	-2%	0.3	4%
Cc1cc(N/C(=N\S(=O)(=O)c2ccc(F)cc2F)c2ccccc2)no1	·	7%	·	-0.2%	1%	i	-5%	-3.1	-8%
CCOc1cc(/C=C2/C(=O)NN(c3cccc(Cl)c3)C2=O)ccc1O	i	-1%	-6%	-0.4%	0%	i	-1%	-0.3	13%
O=C(Cc1ccccc1[N+](=O)[O-])NCc1ccco1	i	11%	13%	3.5%	6%	i	4%	1.4	26%
CSCc1nnc(NC(=O)c2ccc(S(=O)(=O)N(C)C)cc2)o1	i	-22%	-3%	-0.4%	-1%	i	2%	-2.4	0%
CCc1cc(C(=O)Cc2ccc(F)cc2)c(O)cc1O	i	-2%	?	0.7%	-8%	i	1%	0.5	?
CCc1ccc(CN2CCC(n3nccc3NC(=O)c3ccc4c(c3)OCO4)CC2)cc1	i	-31%	-3%	5.3%	-4%	i	-4%	-0.8	4%
COC(=O)COc1cccc2c(=O)n(CC(=O)NCCc3ccc(OC)c(OC)c3)ccc12	i	-1%	8%	-0.6%	-3%	i	2%	-1.2	-4%
O=C(CSc1nnc(CNC(=O)c2ccccc2)o1)NCCc1ccccc1	i	-8%	-7%	-0.8%	-3%	i	1%	-2.5	?

Compound activity from PubChem.
